# Compound activity (PubChem)
# tuberculosis growth: growth inhibition of non-replicating M. tuberculosis (AID 488890); Mycobacterium tuberculosis non-replicating, growth inhibition; higher % means a stronger effect; one-dose inhibition, % at 25 µM; IC50 in µM for titrated hits; 320,000 tested, 0.39% active; in the data active = a potency from the dose series; inconclusive = inhibition mostly from about 82% at the one dose, without a potency; inactive = the rest, 99 in 100 with inhibition below about 76%;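 note: plate controls were DMSO cells for no effect and high antibiotic wells for full effect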
# PhoP GFP inhibition: PhoP regulon inhibitors, Salmonella typhi PhoP promoter GFP reporter, confirmatory (AID 1850) | Salmonella Typhi PhoP-promoter GFP reporter, fluorescence, 4 h; higher % means a stronger effect | inhibition, % at 50 µM, or IC50 in µM where a hit was titrated | 310,000 tested, 0.33% active; in the data active = a potency from the dose series; inconclusive = inhibition mostly from about 25% at the one dose, without a potency; inactive = the rest, 99 in 100 with inhibition below about 19%;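 note: 0% = induced wells with vehicle and 100% = uninduced wells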
# H1N1 NS1A inhibition: NS1A inhibition, H1N1 influenza, cell based functional assay (AID 504329); NS1A functional cell-based assay, percent inhibition; higher % means a stronger effect; one-dose inhibition, % at 12.5 µM; IC50 in µM for titrated hits; 340,000 tested, 0.3% active; in the data active = a potency from the dose series; inconclusive = inhibition above about 27% without an active follow-up result; note: strong numbers were not always called active
# H37Rv inhibition: M. tuberculosis growth inhibition, HTS (AID 449762); M. tuberculosis H37Rv growth inhibition, 7H9 media; higher % means a stronger effect; one-dose inhibition, % at 25 µM; IC50 in µM for titrated hits; 330,000 tested, 0.59% active; in the data active = a potency from the dose series; inconclusive = inhibition above about 70% without an active follow-up result;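 note: bacterial growth assessed after seven days of incubation; strong numbers were not always called active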
# VEEV TC-83 Vero: inhibitors of VEEV TC-83 cytopathic effect, confirmation, Vero cells (AID 588727); Vero cells, VEEV TC-83 cytopathic effect inhibition; higher % means a stronger effect; one-dose inhibition, % at 20 µM; IC50 in µM for titrated hits; 350,000 tested, 0.13% active; in the data active = a potency from the dose series; inconclusive = inhibition mostly from about 14% at the one dose, without a potency; inactive = the rest, 99 in 100 with inhibition below about 12%; note: strong numbers were not always called active
# VEEV TC-83 Vero 10K pilot screen: recorded beside VEEV TC-83 Vero, whose call it bears; inhibition, %; measured here: 10K pilot screen inhibition
# Active calls of the source: *; i = inactive; ? = inconclusive; . = not tested or not shown.
SMILES,tuberculosis growth,PhoP GFP inhibition,H1N1 NS1A inhibition,H37Rv inhibition,VEEV TC-83 Vero,others
O=C1Nc2ccccc2OC1CC(=O)N1CCN(c2cccc(C(F)(F)F)c2)CC1 (configuration not stated),.,1%,2%,.,1.4%,
O=C(C1CC1)N1CCN=C1SCc1ccccc1,4%,19%,-10%,-14%,0.7%,
COC(=O)CC1C(=O)NCCN1C(=O)OC(C)(C)C (configuration not stated),-19%,-4%,2%,-4%,0.2%,VEEV TC-83 Vero 10K pilot screen=1.1
COC(=O)c1ccccc1NC(=O)CSc1n[nH]c(C)n1,0%,9%,22%,2%,3.4%,
Cn1c(=O)n(C)c2cc(/C=N/NC(=O)c3cccc(Br)c3)ccc21,-12%,-8%,8%,4%,9.5%,
O=S(=O)(NCc1cccnc1)c1ccc(Cl)cc1,6%,-4%,-4%,7%,i,
COC(=O)C1=C(C)OC(N)=C(C#N)C1c1ccsc1 (configuration not stated),-11%,-6%,4%,6%,1.0%,
COc1ccc(/C=C2\SC(N3CCc4ccccc4C3)=NC2=O)cc1,29%,-13%,-3%,-2%,0.3%,
O=C(CNC(=O)OCc1ccccc1)Oc1cc2oc(=O)cc(-c3ccccc3)c2cc1Cl,73%,-17%,-12%,-2%,i,
O=C(Nc1cccc(O)c1)c1cc(S(=O)(=O)N2CCCC2)ccc1Cl,4%,-3%,-12%,8%,1.0%,
O=C(Cc1cccs1)NCc1cn2ccccc2n1,-18%,-5%,-4%,-2%,5.6%,
CC(=O)c1cc(CN2C(=O)CCC2=O)cs1,-9%,-3%,-11%,-6%,0.1%,
CC(C)(C)c1ccc(C2(C)NC(=O)N(CC(=O)NC3CCS(=O)(=O)C3)C2=O)cc1 (configuration not stated),.,.,2%,.,0.2%,
COc1cc(OC)cc(-n2nnnc2SCC(=O)N2CCCc3ccccc32)c1,2%,12%,-2%,2%,0.1%,
COC(=O)CSc1nc(N)c2c3c(sc2n1)CCCC3,?,-8%,-12%,?,1.5%,
O=C(Oc1coc(CSc2ncccn2)cc1=O)c1ccccc1[N+](=O)[O-],7%,6%,-6%,4%,0.8%,
O=c1c(-c2ccccc2)[n+]([O-])c2ccccc2n1O,17%,-13%,-19%,-3%,4.9%,
CN(C)S(=O)(=O)c1ccc(NC(=O)CN2CCc3ccccc32)cc1,0%,-1%,3%,-9%,5.7%,
CCN(CC)C(=O)Oc1ccc(Br)cc1C(=O)Nc1ccc(F)cc1F,2%,8%,11%,-12%,2.5%,
COc1ccc2[nH]c3c(c2c1)CCN1C(=O)C(CC(=O)NCC24CC5CC(CC(C5)C2)C4)C[C@H](C(=O)N2CCCCC2)[C@@]31C (some centres not stated),.,.,-3%,.,i,
OC(CN(c1ccccc1)c1ccccc1)Cn1cnc2ccccc21 (configuration not stated),-9%,-2%,-10%,-7%,6.3%,
Cc1cc(=O)n2[nH]cnc2n1,2%,-7%,-2%,-1%,2.0%,
O=C(Nc1ccccc1F)N(CCCN1CCOCC1)Cc1cc2cc3c(cc2[nH]c1=O)OCCO3,-1%,6%,-11%,-1%,9.5%,
CCC(C)(C)NC(=O)CN(Cc1ccc2c(c1)OCO2)C(=O)CCC(=O)Nc1cc(C)ccn1,3%,-3%,7%,-3%,?,
CC1CCc2c(sc(NC(=O)c3noc4c3CCCC4)c2C(N)=O)C1 (configuration not stated),.,.,19%,.,3.1%,
CNC(=O)CSc1nnc(-c2ccccn2)n1Cc1ccco1,7%,-1%,1%,4%,i,
CCOC(=O)N1CCC(NC(=O)Cn2ncc3ccccc32)CC1,-15%,9%,-2%,-3%,i,
CSc1nc2ccccc2cc1/C=C(\C#N)c1ccc(Cl)cc1Cl,5%,13%,11%,7%,0.1%,
COc1ccccc1NC(=O)/C=C/C(N)=O,-26%,11%,-4%,-6%,i,
Cc1ccc(NC(=O)CCC(=O)N2CCC(c3ccccc3)=N2)cc1S(=O)(=O)N1CCCCC1,.,.,2%,.,0.7%,
CCN(CC)CCCNC(=O)CCc1ccccc1,-10%,16%,-2%,-3%,0.1%,
O=C(CCNS(=O)(=O)c1ccc(Cl)cc1)OCC(=O)c1ccc[nH]1,20%,-3%,-6%,-2%,0.2%,
Cc1ccc(NC(=S)N(CCCN2CCC(C)CC2)Cc2ccco2)cc1,10%,7%,-5%,2%,0.9%,
COC(=O)CSc1nnc(CNC(=O)Cc2ccccc2)n1C,-9%,3%,2%,-5%,1.5%,
COC(=O)c1[nH]c2cccc(Cl)c2c1NC(=O)CN1CCCCC1C (configuration not stated),12%,5%,0%,1%,1.1%,
Cc1ccc(S(=O)(=O)N2CCCCC2)cc1C(=O)Nc1ccc2cn[nH]c2c1,1%,-3%,-7%,0%,1.0%,
Cc1cccc(OC(C)C(=O)Nc2nccs2)c1 (configuration not stated),11%,-1%,-3%,-7%,2.1%,
COc1ccccc1CCc1nnc(CCC(=O)NCCOc2cccnc2)o1,-19%,-12%,0%,2%,0.8%,
O=C(Cn1nnc(-c2ccccc2)n1)NNC(=O)c1ccco1,.,-3%,2%,4%,0.4%,
Fc1ccc(-c2cc3nc4c(c(N5CCOCC5)n3n2)CCCC4)cc1,8%,-2%,-5%,1%,3.3%,
COc1ccc(S(=O)(=O)NC(C)C(=O)Nc2ccc3c(c2)OCCO3)cc1OC (configuration not stated),-4%,-4%,7%,-2%,i,
CCC(CC)c1nnc(NC(=O)C23CC4CC(CC(NC(C)=O)(C4)C2)C3)s1,16%,-5%,-5%,-7%,7.3%,
CN1CCN(C(=S)NC(=O)c2ccc(S(=O)(=O)N3CCOCC3)cc2)CC1,13%,-22%,0%,-1%,1.1%,
CSc1ccccc1NC(=O)CSc1n[nH]c(C)c1[N+](=O)[O-],3%,-2%,-10%,3%,4.6%,
CCOc1ccccc1CNS(=O)(=O)c1ccc2[nH]c(=O)sc2c1,6%,-1%,-6%,-6%,3.7%,
Cc1ccccc1-n1c(SCc2csc(Nc3ccccc3)n2)nnc1-c1cccnc1,10%,-4%,-2%,-5%,4.0%,
CCc1ccc(NC(=O)c2cnc(N3CCN(c4ccccn4)CC3)c3ccccc23)cc1,2%,3%,.,?,9.2%,
O=C(CCc1nc2ccccc2c(=O)[nH]1)Nc1ccccc1N1CCCC1,-2%,0%,-5%,-6%,9.0%,
O=C1OC(C(=O)NCc2ccccc2)Cc2ccccc21 (configuration not stated),7%,-3%,-6%,-7%,i,
NC(=N\N=CCc1ccccc1)/C(N)=N/N=CCc1ccccc1,.,.,-15%,.,3.0%,
CCOc1ccc(-n2c(Cc3ccccc3)nnc2SCc2c(C)noc2C)cc1,5%,10%,5%,-6%,6.8%,
CC1=CC2=NC(=O)/C(=C\c3cn(C)c4ccccc34)C(=N)N2O1,22%,-5%,3%,2%,1.9%,
Cc1ccn2cc(-c3cccc(S(=O)(=O)N4CCCC4)c3)nc2c1,34%,0%,-15%,5%,2.6%,
O=C(Nc1ccccc1)Nc1nnc(COc2ccccc2F)s1,21%,0%,-2%,-5%,4.3%,
COc1ccccc1NC(=S)NC(C)C(c1cccs1)N1CCOCC1 (configuration not stated),24%,0%,12%,10%,0.1%,
COc1cc(C(=O)NCCOc2ccc(C)c(C)c2)cc(OC)c1OC,34%,7%,-6%,1%,i,
CN(C)c1ccnc2sc(C(=O)NCc3ccccc3)c(N)c12,19%,0%,0%,-2%,4.9%,
O=C(CSc1nnc(SCc2ccc(Cl)cc2)s1)N/N=C/c1ccc(C(=O)O)cc1,44%,3%,0%,3%,i,
COc1ccc(C(CNC(=O)COc2ccc(-c3ccccc3)cc2)N2CCOCC2)cc1 (configuration not stated),23%,0%,-9%,-6%,5.7%,
c1ccc(-c2cc(-c3nn4c(-c5ccco5)nnc4s3)c3ccccc3n2)cc1,-7%,4%,9%,3%,8.5%,

# Already shown: an excerpt of the list.
SMILES,tuberculosis growth,PhoP GFP inhibition,H1N1 NS1A inhibition,H37Rv inhibition,VEEV TC-83 Vero,others
COc1ccccc1NC(=S)NC(C)C(c1cccs1)N1CCOCC1 (configuration not stated),24%,0%,12%,10%,0.1%,
COc1cc(C(=O)NCCOc2ccc(C)c(C)c2)cc(OC)c1OC,34%,7%,-6%,1%,i,

# Next section
SMILES,tuberculosis growth,PhoP GFP inhibition,H1N1 NS1A inhibition,H37Rv inhibition,VEEV TC-83 Vero,others
CSc1cccc(NC(=O)CN(c2ccccc2)S(=O)(=O)N(C)C)c1,1%,-2%,25%,6%,0.4%,
O=C(CSc1nnc(-c2ccccc2F)o1)NC(=O)Cc1ccccc1,19%,.,-8%,-7%,1.1%,
O=C(COc1ccc2c3c(c(=O)oc2c1)CCC3)NCCCN1CCOCC1,-3%,22%,2%,4%,0.4%,
C[n+]1cccc(C(=O)O)c1,.,.,2%,.,i,
c1ccc(-c2nc(N3CCN(c4ccccc4)CC3)nc(-n3ccnc3)n2)cc1,72%,-4%,-2%,?,i,
COC(=O)C1=CO[C@@H](O[C@@H]2O[C@H](CO)[C@@H](O)[C@H](O)[C@H]2O)[C@H]2[C@@H]1C(=O)C[C@@H]2C,-11%,.,-19%,-5%,2.0%,
COc1cc(-c2nnc(SCC(=O)N3c4ccccc4Sc4ccccc43)o2)cc(OC)c1OC,-5%,-13%,8%,-2%,10%,
CCc1nc(N2CCN(CC(=O)NCC3CCCO3)CC2)c(C#N)c2c1COC(C)(C)C2 (configuration not stated),-9%,-3%,4%,-1%,1.0%,
O=C1CN(C(=O)CSc2nnc(Nc3ccccc3)s2)c2ccccc2N1,-8%,-8%,6%,-6%,3.5%,
CC(C)CNc1nc(=S)nc(N(C)C)[nH]1,i,-14%,-4%,0%,1.4%,
CC12CCCCC1N(O)CN2O (configuration not stated),-8%,10%,3%,11%,7.2%,
Cc1cc(=O)oc2cc(OCCCN3C(=O)c4ccccc4C3=O)ccc12,-3%,-7%,-3%,2%,1.6%,

# Three entries from above, ordered by molecular weight, descending:
SMILES,tuberculosis growth,PhoP GFP inhibition,H1N1 NS1A inhibition,H37Rv inhibition,VEEV TC-83 Vero,others
COc1cc(C(=O)NCCOc2ccc(C)c(C)c2)cc(OC)c1OC,34%,7%,-6%,1%,i,
OC(CN(c1ccccc1)c1ccccc1)Cn1cnc2ccccc21 (configuration not stated),-9%,-2%,-10%,-7%,6.3%,
O=C1OC(C(=O)NCc2ccccc2)Cc2ccccc21 (configuration not stated),7%,-3%,-6%,-7%,i,

# Remaining list, next part:
SMILES,tuberculosis growth,PhoP GFP inhibition,H1N1 NS1A inhibition,H37Rv inhibition,VEEV TC-83 Vero,others
O=S(=O)(c1ccccc1)N1CCN(CC2CC3C=CC2C3)CC1 (configuration not stated),5%,-13%,-12%,-3%,0.2%,VEEV TC-83 Vero 10K pilot screen=0.2
CCN(CC)CCOc1c(C)cccc1Cl,-3%,16%,-2%,1%,1.9%,
COc1ccc(-n2nnnc2SCC(=O)NC(=O)Nc2ccc3c(c2)OCCO3)cc1,13%,6%,-12%,-6%,2.8%,
CC(C)C(C)NC(=O)COc1ncnc2ccccc12 (configuration not stated),-8%,9%,-3%,7%,1.0%,
CC(NC(=O)C(=O)NN=C1CCCCCCCCCCC1)c1ccccc1 (configuration not stated),1%,4%,-5%,-4%,2.4%,
Cc1ccc(S(=O)(=O)c2nc(S(C)(=O)=O)sc2N2CCC(O)CC2)cc1,10%,4%,-4%,5%,3.8%,
CCCCSc1nc(C)c(CC(=O)O)c(=O)[nH]1,-5%,8%,0%,-1%,0.5%,
COc1ccccc1NC(=S)N1CCN(Cc2ccccc2)CC1,10%,-1%,-5%,1%,0.2%,
COCCCN1C(=O)c2ccc(C(=O)Nc3ccc(C)cc3C)cc2C1=O,6%,-5%,20%,-3%,0.1%,
CN(Cc1ccccc1)C(=O)c1ccc(NC(=O)Cc2cccc(NC(=O)C3CCCN(C(=O)C4CCC4)C3)c2)cc1 (configuration not stated),30%,.,1%,-9%,1.4%,
COc1cccc(NC(=O)c2cccc(N3C(=O)C4C5C=CC(C5)C4C3=O)c2)c1 (configuration not stated),5%,4%,7%,-4%,3.0%,
Cc1cc(C)cc(NC(=S)N2CCCC2)c1,-8%,-2%,-26%,-1%,0.6%,
COc1ccc([C@@H]2C[C@@H](c3ccccc3)Oc3cc(OC)cc(OC)c32)cc1,.,.,-2%,.,0.6%,

# In the list so far, these contain a COOH group:
SMILES,tuberculosis growth,PhoP GFP inhibition,H1N1 NS1A inhibition,H37Rv inhibition,VEEV TC-83 Vero,others
O=C(CSc1nnc(SCc2ccc(Cl)cc2)s1)N/N=C/c1ccc(C(=O)O)cc1,44%,3%,0%,3%,i,
C[n+]1cccc(C(=O)O)c1,.,.,2%,.,i,
CCCCSc1nc(C)c(CC(=O)O)c(=O)[nH]1,-5%,8%,0%,-1%,0.5%,
